From PubChem
NTR1 ag: agonists of NTR1, primary screen, imaging, U2OS cells, beta-arrestin-GFP, high content (AID 493036) | actives 0.17% (n = 330,000) | activation, % at 20 µM | NTR1-U2OS beta-arrestin-GFP spot imaging, agonist mode | P30989;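 active = activation at or above 40% of the spot to cytoplasm intensity ratio, with at least 20 cells analyzed; inconclusive = wells under 20 cells, flagged as cytotoxic or low count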;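 also: 0% = DMSO without peptide and 100% = 100 nM NTR1 peptide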
Target sequence (P30989 whole entry, looked up): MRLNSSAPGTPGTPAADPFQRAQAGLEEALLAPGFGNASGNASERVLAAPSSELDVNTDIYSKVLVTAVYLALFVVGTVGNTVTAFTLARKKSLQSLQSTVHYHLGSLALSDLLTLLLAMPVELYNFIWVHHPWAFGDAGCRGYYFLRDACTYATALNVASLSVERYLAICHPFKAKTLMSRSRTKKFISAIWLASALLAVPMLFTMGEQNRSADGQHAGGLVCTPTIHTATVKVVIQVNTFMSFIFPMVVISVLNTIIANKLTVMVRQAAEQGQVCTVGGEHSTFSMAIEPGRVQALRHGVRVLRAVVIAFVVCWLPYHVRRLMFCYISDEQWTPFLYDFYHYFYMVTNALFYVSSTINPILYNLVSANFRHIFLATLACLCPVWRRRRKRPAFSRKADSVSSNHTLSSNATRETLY
T cell HTS: T cell immune modulators affecting CD8 T cell-vesicle binding; calls only at 7 µM; AID 2052; actives 0.068% (n = 330,000); 2C CD8+ T cell-vesicle binding, flow cytometry; hits give low values;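 active = response, share of CD8 T cells binding vesicles, and their 90th percentile fluorescence all below set limits, cut at about 80% in these data, passing the limit was not always enough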
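Assay system – 2C mouse CD8+ T cells · Also added – QL9-loaded Drosophila micro-vesicles · Timing – Cell–vesicle co-incubation 1.5 h at 37 °C, staining 20 min on ice · Signal – flow cytometry of vesicle-bound cells · Measure – percent CD8+ FL2 mean versus row control · Controls – Peptide-free naked vesicles (low) and QL9 vesicles with 0.7% DMSO vehicle (high)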
Myeloid diff MLP: promotes myeloid progenitor differentiation. ER-HoxA9 myeloid progenitors, lysozyme-GFP differentiation, flow cytometry. calls only at 10 µM. actives 1% (n = 360,000). AID 624256;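 active = normalized GFP-positive differentiation at or above the plate's own cutoff, the solvent-only control mean plus 3 SD; inconclusive = no clear call, values can overlap the other calls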;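 also: cells exposed to compound for four days before flow analysis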
Large T inhibition: SV40 large T antigen inhibitors, biochemical (AID 1903); SV40 large T antigen ATPase/helicase inhibition assay; higher % means a stronger effect; one-dose inhibition, % at 20 µM; IC50 in µM for titrated hits; actives 0.39% (n = 310,000); in the data active = a potency from the dose series; inconclusive = inhibition mostly from about 32% at the one dose, without a potency; inactive = the rest, 99 in 100 with inhibition below about 32%; also: strong numbers were not always called active
Salmonella PhoP GFP: PhoP-dependent GFP reporter repression – Salmonella Typhimurium, primary screen (AID 1863); S. Typhimurium PhoP-regulated promoter GFP reporter, 4 h; higher % means a stronger effect; inhibition, % at 50 µM; hits with a dose series show IC50 in µM; actives 0.16% (n = 300,000);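 active = inhibition over 29.93%, a cutoff 3 SD above the screen mean, later confirmed by dose response; inconclusive = inhibition over 29.93% but no dose response follow-up; inactive = inhibition at most 29.93% or unconfirmed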;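 also: 0% = low Mg2+ inducing control and 100% = high Mg2+ repressing control; strong numbers were not always called active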
MgcRacGAP inhibition: MgcRacGAP GTPase-activating activity inhibitors, confirmation, biochemical, ADP Hunter fluorescence. MgcRacGAP-stimulated Rac1 GTP hydrolysis, ADP Hunter fluorescence; higher % means a stronger effect; GST-tagged Rac1 F28L mutant substrate. one-dose inhibition, % at 30 µM; IC50 in µM for titrated hits. actives 0.6% (n = 340,000);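 active = first-screen hits whose inhibition reached a set limit at any dose in the follow-up dose series; inconclusive = inhibition above the set first-screen limit but never retested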;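 also: fluorescence reports GDP produced by GAP-driven GTP hydrolysis; strong numbers were not always called active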
RSV antiviral HEp-2: RSV antiviral activity via CPE protection, HEp-2 cells, primary 10 µM value included (AID 2391) | actives 0.13% (n = 310,000) | HEp-2 cells, RSV-induced CPE inhibition; higher % means a stronger effect | one-dose CPE inhibition, % at 10 µM; IC50 in µM for titrated hits; in the data active = a potency from the dose series; inconclusive = CPE inhibition mostly from about 23% at the one dose, without a potency; inactive = the rest, 99 in 100 with CPE inhibition below about 21%; also: strong numbers were not always called active
TNAP activators: human TNAP enzyme activators, primary screen, biochemical, luminescent, no phosphate acceptor, uHTS (AID 1001); activation fold at 20 µM; hits with a dose series show EC50 in µM; purified TNAP, luminescent activation assay, no phosphate acceptor; higher activation fold means a stronger effect; actives 0.03% (n = 200,000); in the data active = activation fold from about 3, or a potency from the dose series; inactive = the rest, 99 in 100 with activation fold below about 1.6; also: many of its hits are not listed in these tables
K1F lysis inhibition: protection from phage-mediated lysis, alamar blue read-out – E. coli UTI89, K1F phage, bacterial capsule biogenesis inhibitors (AID 488966); E. coli UTI89 K1F phage lysis, alamar blue, 2 h; higher % means a stronger effect; one-dose inhibition, % at 100 µM; IC50 in µM for titrated hits; actives 0.02% (n = 340,000);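 active = phage lysis inhibition, versus mean bacterial control, above a set limit; inconclusive = no clear call, values can overlap the other calls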;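 also: capsule biogenesis inhibitors block K1F phage lysis so surviving cells raise fluorescence; higher fluorescence means more inhibition of phage lysis; actives were called in the ten point dose series up to 300 µM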
T cell HTS vesicle-bound %: further read-out of T cell HTS, marked with its call; double positive events, %; measured here: CD8+ vesicle-bound cell fraction;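 binding gate set so that unloaded-vesicle control wells show 10% double positive cells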
NTR1 ag cell count 20 µM: recorded beside NTR1 ag, whose call it bears; cell count; measured here: cell count, cytotoxicity flag
Myeloid diff MLP GFP+ MAC1+ %: second read-out of Myeloid diff MLP, no call of its own (marks repeat the call); GFP+ MAC1+ double positive, %; measured here: differentiation confirmed by MAC1 staining
An asterisk follows results filed as active; i = inactive; u = inconclusive; x = no result given; [ ] = another dose, or the depositor's remark.

SMILES	NTR1 ag	NTR1 ag cell count 20 µM	T cell HTS	T cell HTS vesicle-bound %	Myeloid diff MLP	Myeloid diff MLP GFP+ MAC1+ %	Large T inhibition	Salmonella PhoP GFP	MgcRacGAP inhibition	RSV antiviral HEp-2	TNAP activators	K1F lysis inhibition
O=C(COC(=O)C1(c2cccc(F)c2)CCCC1)NCc1ccc2c(c1)OCO2	-0.2	54	i	3	i	1.2	18%	0%	2%	1.0%	1	0.4%[50 µM]
CC(Cc1cccs1)NC(=O)c1cccc(Cl)c1 (stereo not given)	-0.2	91	i	51	i	0.1	12%	5%	4%	2.2%	1.1	1.4%
COc1cccc(C2/C(=C(/O)c3ccc4c(c3)CC(C)O4)C(=O)C(=O)N2CC2CCCO2)c1 (stereo not given)	-0.8	75	i	4	i	3.9	17%	-6%	4%	0.4%	x	1.9%[50 µM]
COc1ccc(Cl)cc1N(CC(=O)N1CCCCC1)S(C)(=O)=O	0.3	29	i	27	i	0.4	-28%	9%	4%	-1.3%	1	0.0%
CCN(CC)c1ccc(/C=C(/C#N)c2nc3ccccc3[nH]2)c(OC(C)C)c1	-2.1	45	i	47	x	x	4%	2%	8%	2.6%	0.7	1.2%[50 µM]
CC(=O)c1ccc(N(C(=O)c2csnn2)C(C(=O)NC2CCCC2)c2ccccc2)cc1 (stereo not given)	-0.3	54	i	23	i	0.4	0%	6%	8%	0.7%	x	-0.1%
COCc1cc(S(=O)c2ccc(Cl)cc2)nc(C)n1 (stereo not given)	x	x	x	x	i	0.0	21%	-13%	88µM*	x	1	-0.5%
C=CCNC(=O)COc1ccc(S(=O)(=O)N2CCCC2)cc1	2.0	51	i	40	i	0.7	-4%	0%	1%	1.6%	1	-0.1%
COc1cc(OC)cc(C(=O)NCC(=O)N2CC=C(c3ccccc3)CC2)c1	-1.1	69	x	x	u	x	x	x	-5%	x	x	0.2%[50 µM]
CCOC(=O)C1(Cc2cccc(Cl)c2)CCCN(C(=O)C2CC2)C1 (stereo not given)	2.7	40	i	60	i	0.4	4%	-2%	0%	2.1%	1.1	-1.6%
COc1ccccc1/C=C/CN1CCCC(CCC(=O)NCc2ccc(F)c(F)c2)C1 (stereo not given)	0.2	47	i	52	i	0.3	9%	-10%	0%	-3.4%	1.1	1.6%
O=C(CC1C(=O)NCCN1Cc1ccc(F)cc1)NC1CCCCCCC1 (stereo not given)	0.6	70	i	11	i	0.7	19%	6%	7%	-1.4%	x	0.2%
COc1ccc([C@H]2[C@H](C(=O)C(C)(C)C)N3N=Cc4ccccc4C3[C@]23N=C(c2ccccc2)OC3=O)cc1OC (stereo not given in full)	-1.2	91	i	8	i	0.7	1%	22%	2%	0.7%	1	0.0%
CC(=O)Nc1ccc(NC(=O)CNS(=O)(=O)c2ccc(C)cc2)cc1	-1.3	42	i	20	i	2.1	-1%	2%	5%	1.1%	1	4.0%
CCN(CC)c1ccc(NC(=O)COc2ccccc2C#N)cc1S(=O)(=O)Nc1ccccc1OC	0.1	85	i	18	i	0.4	-1%	-14%	12%	3.2%	1.2	0.2%
Cn1cnc2c1c(=O)n(CC(O)CO)c(=O)n2C (stereo not given)	0.0	77	i	48	i	0.3	2%	-3%	3%	1.3%	1.1	0.1%
CN1/C(=C\C(=O)c2cccs2)Sc2ccccc21	0.0	42	i	45	i	0.4	19%	16%	13%	u	1.1	0.2%
COc1cccc(/C=C2\Oc3cc(OC(=O)N4CCOCC4)ccc3C2=O)c1	1.8	59	i	52	i	0.5	19%	-2%	10%	x	x	0.8%
O=C(Cn1c(=O)n(Cc2ccc3c(c2)OCO3)c(=O)c2ccccc21)N1CCCc2ccccc21	0.6	58	i	57	i	0.0	3%	-8%	7%	8.4%	1.1	0.6%
CC(C)CCNC(=O)CN1N=C(c2ccc(Cl)cc2)CCC1=O	-2.2	103	i	26	i	0.7	19%	3%	x	1.3%	x	0.0%
COc1ccc(Nc2nc3c(C)cccn3c(=O)c2C=O)cc1	6.4	81	x	x	i	0.7	x	x	7%	x	x	0.0%
CCC(CC)C(=O)c1c[nH]c(C(=O)NCc2ccc(F)cc2)c1	1.4	93	i	36	i	0.9	23%	-7%	8%	2.2%	x	0.0%
CC(/C=C/c1ccccc1)NC(N)=O (stereo not given)	1.5	43	i	10	i	6.5	4%	8%	3%	0.8%	1	1.6%
COc1ccccc1NC(=O)c1ccc(CS(=O)(=O)c2ccc(C)cc2)cc1	-0.4	58	i	64	i	0.1	3%	11%	10%	1.4%	1	0.2%
Cc1ccc(C(=O)Nc2c(C)cc(C)c3cccnc23)cc1	9.1	46	i	58	i	0.5	9%	7%	12%	1.0%	x	0.3%
SMILES	NTR1 ag	NTR1 ag cell count 20 µM	T cell HTS	T cell HTS vesicle-bound %	Myeloid diff MLP	Myeloid diff MLP GFP+ MAC1+ %	Large T inhibition	Salmonella PhoP GFP	MgcRacGAP inhibition	RSV antiviral HEp-2	TNAP activators	K1F lysis inhibition
N#CCCn1cc(CNCc2ccccc2)c(-c2cccc([N+](=O)[O-])c2)n1	-0.7	42	i	54	i	0.9	10%	3%	6%	-1.9%	1.1	-0.8%
CN1CCCC(OC(=O)c2ccc(Cl)cc2)C1 (stereo not given)	1.6	56	i	23	i	0.5	18%	30%	9%	-2.8%	x	1.1%
O=C(CSc1nc2ccccc2c(=O)n1CCCN1CCOCC1)Nc1ccccc1OC(F)F	1.7	71	i	35	i	1.8	x	x	-5%	x	x	-3.3%
CC(c1ccon1)N(C)C(=O)c1ccc2nc(Cc3cccc(Cl)c3)oc2c1 (stereo not given)	0.1	62	i	49	u	x	15%	-1%	-10%	5.0%	x	0.7%
CC(C)(C)NC(=O)N1CCCN(c2ccc(C(F)(F)F)cn2)CC1	-0.8	52	i	11	i	0.2	7%	2%	9%	-0.7%	x	-0.8%
Cc1c(C(=O)Nc2ccc(F)cc2)oc2ccc(S(=O)(=O)N3CCCC3)cc12	-5.0	52	i	51	i	2.3	-5%	12%	12%	1.6%	1.1	-0.3%
Cc1cc(C)cc(NC(=O)c2cc(Cl)sc2Cl)c1	1.7	73	i	41	i	0.7	14%	-3%	1%	0.7%	1.1	6.0%
CCOC(=O)c1c(NC(=O)CNCCOC)sc2c1CCCC2	0.7	84	i	33	i	3.8	24%	-2%	7%	2.4%	1.1	1.1%
N#CCCN(Cc1cccnc1)C(=S)NC(=O)c1ccco1	3.8	39	i	33	i	0.1	8%	1%	6%	5.3%	1.1	6.4%
CC(C)CN(CCCNC(=O)CN1C(=O)COc2ccc(S(=O)(=O)N3CCOCC3)cc21)CC(C)C	0.8	44	i	12	i	2.5	4%	-8%	-1%	0.6%	x	0.2%
COc1ccc(C2C(C(N)=O)=C(C)Nc3nc(CCCO)nn32)cc1 (stereo not given)	-1.7	90	i	29	i	0.5	0%	6%	8%	1.9%	x	0.1%
O=C(CCNC(=O)C1CCN(S(=O)(=O)c2ccc(F)cc2)CC1)NCc1cccc(Cl)c1	-0.4	72	i	9	i	0.3	13%	-3%	0%	2.3%	x	0.2%
Cc1cc(Nc2cc(F)ccc2C)n2ncnc2n1	-4.7	42	i	18	i	3.1	9%	9%	10%	-0.6%	1	3.2%
CCOC(=O)C1(CC)CC(CSc2nc3ccccc3[nH]2)OC1=O (stereo not given)	0.5	81	i	31	i	1.5	5%	2%	5%	1.6%	1.1	0.1%
O=S(=O)(c1ccc(F)cc1)c1nc(-c2ccccc2F)oc1N1CCCCC1	2.2	60	i	31	i	1.4	10%	-1%	3%	-0.8%	0.9	5.0%
CCOc1cccc(-c2c(C(=O)N/N=C(\C)c3ccccn3)nnn2-c2nonc2N)c1	x	x	i	56	u	x	7%	1%	-37%	1.9%	x	-0.1%
O=C(/C=C/c1ccc2c(c1)OCO2)Nc1nc(-c2ccccc2)cs1	3.2	45	i	32	i	0.6	4%	7%	9%	2.6%	1	1.4%
c1ccc2c(N3CCCCC3)nc(N3CCOCC3)nc2c1	0.9	50	i	37	i	0.8	1%	-2%	4%	-0.2%	1.1	0.2%
Cc1csc(SCC(=O)N(C)CC(=O)Nc2ccccc2Cl)n1	-0.8	47	i	22	i	0.5	9%	-6%	12%	-2.1%	x	0.8%[50 µM]
COc1ccc(NC2CC(=O)N(c3cccc([N+](=O)[O-])c3)C2=O)cc1 (stereo not given)	2.1	61	i	39	i	0.7	17%	-12%	25%	4.3%	1.1	0.1%
O=C(NCCc1c[nH]c2ccccc12)c1cc(Cl)c2c(c1)OCO2	-1.5	52	i	21	x	x	1%	7%	8%	4.5%	x	0.3%
CCc1ccc(C2c3[nH]c4ccccc4c3CCN2C(=O)c2cc(C)nn2C)cc1 (stereo not given)	5.3	100	i	22	i	0.2	4%	-1%	3%	1.2%	1.4	0.7%
CNC(=S)NNc1nc(-c2ccccc2)c2cc(Cl)ccc2n1	0.2	48	i	37	i	0.1	27%	x	11%	1.8%	x	1.1%
O=S1(=O)CCOCCCN1Cc1ccccc1F	-3.5	77	i	16	i	1.4	-1%	5%	-3%	-1.6%	x	1.7%
O=C1c2cccc3c([N+](=O)[O-])ccc(c23)C(=O)N1c1ccc(Cl)cn1	-2.3	24	i	12	u	x	16%	-216%	4%	-4.0%	1.1	0.0%
CC(=O)N1c2c(cc(Br)cc2S(=O)(=O)N2CCCCC2)CC1C (stereo not given)	2.0	44	i	48	i	1.1	46%	-4%	-4%	3.2%	x	0.5%
N#C/C(=C\c1ccccc1)c1nc2ncccc2[nH]1	1.6	69	i	50	i	0.7	6%	-4%	6%	0.3%	1.1	0.0%
S=c1[nH]nc(-c2cnccn2)n1-c1ccccc1	2.7	51	i	18	i	0.6	1%	14%	11%	-0.3%	1.1	0.1%
CCOc1cc(CNCCO)cc(Br)c1OCc1ccccc1Cl	2.9	32	i	47	i	0.7	11%	-8%	14%	-4.1%	1	0.6%
